Bioassay records deposited in PubChem by National Center for Advancing Translational Sciences (NCATS).
Tau fibril FP: tau fibrillization inhibition (FP); P10636; K18 P301L tau heparin fibrillization, Alexa594 FP, 6 h; Potency, µM (titrated, usually from 57.7 µM), for inactives: at the top dose activity, negative = inhibition, actives largely listed as inhibitors; 280,000 compounds, 0.39% hits; AID 1468; also: % is scaled to controls: 0 for no effect and ±100 for the full control effect; nearly all actives have a fitted effect of over 55% in size
Target sequence (P10636 561-689 P618L limits assumed): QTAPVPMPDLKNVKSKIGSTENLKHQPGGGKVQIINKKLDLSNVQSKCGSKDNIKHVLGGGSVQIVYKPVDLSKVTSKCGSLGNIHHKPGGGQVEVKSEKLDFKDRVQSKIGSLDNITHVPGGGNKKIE
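Compound effects on tau fibrillization are measured by Alexa 594 fluorescence polarization (ex 555, em 632 nm). K18 P301L tau is used at 15 uM with 0.24 uM labeled tracer, and 20 uM heparin induces aggregation over 6 hr at 37 C.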
GAA glycogen: alters human alpha-glucosidase cleavage of glycogen; P10253; recombinant GAA, glycogen substrate, Amplex Red glucose oxidase fluorescence; Potency, µM (top dose mostly 76.4 µM), inactives show at the top dose activity change, negative = inhibition, usual class: inhibitors; 300,000 compounds, 0.38% hits; AID 2100;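 also: 0% = full enzyme reaction and -100% = no-enzyme basal signal; the screen sought inhibitors and activators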
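Recombinant enzyme (4 nM final) with compounds titrated up to 77 uM and bovine liver glycogen (30 ug) in citrate pH 5.0, 0.01% Tween-20, 37 C 40 min. Released glucose detected by Amplex Red/glucose oxidase (Ex 573/Em 610); AC50 from Hill fits.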
HTT cytoprotect: cytoprotection in Huntington HTT-Q103 PC12 cell model. PC12 HTT-Q103 induced, cytoprotection, ATP luminescence, 40 h. Potency, µM (titrated, usually from 56.4 µM), without a hit: cytoprotection (ATP increase), most hits filed as activators. 230,000 compounds, 0.14% hits;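 also: % of control where 0% means no effect; nearly all actives have a fitted effect of over 45% in size; toxic huntingtin expression switched on by the ecdysone agonist tebufenozide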
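Quantitative HTS on tebufenozide-induced (100 nM) PC12 cells expressing HTTQ103 exon 1–GFP; compounds tested as a concentration series; survival measured via cellular ATP.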
Tau fluor cs: counter-screen for tau fibril formation inhibitors; AID 1463; tau K18 P301L Alexa594 fluorescence, heparin fibrillization; 280,000 compounds, 0.93% hits; Potency, µM (doses to about 57.7 µM), for the others: at the top dose activity change, negative = decrease; also: % is scaled to controls: 0 for no effect and ±100 for the full control effect; nearly all actives have a fitted effect of over 55% in size
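Human K18 P301L tau (15 uM unlabeled plus 0.24 uM Alexa 594-labeled, final) in 100 mM sodium acetate pH 7 was mixed with compound and 20 uM heparin and incubated 6 hr at 37 C.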
aGlu spleen mod: inhibitors or activators of human alpha-glucosidase in spleen homogenate. Potency, µM (top dose mostly 79.9 µM), for inactives: at the highest dose activity change, negative = inhibition, hits mostly inhibitors. P10253. 240,000 compounds, 0.006% hits. human spleen homogenate, 4-MU-alpha-glucoside fluorescence;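 also: 0% = enzyme with vehicle and -100% = no enzyme basal signal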
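Compounds were titrated against alpha-glucosidase in spleen homogenate at pH 5.0, with 1 mM 4-methylumbelliferyl substrate for 40 min at 37 C. Reactions were quenched with pH 10 NaOH/glycine and fluorescence measured.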
Tau fibril ThT: inhibitors of human tau fibril formation, thioflavin T binding; Potency, µM (highest dose often 57.4 µM), for the others: at the top dose activity, negative = inhibition, most hits filed as inhibitors; recombinant tau K18 P301L (four-repeat tau fragment), heparin-induced fibrillization, ThT fluorescence; 270,000 compounds, 2.1% hits; P10636; AID 1460; also: % is scaled to controls: 0 for no effect and ±100 for the full control effect; nearly all actives have a fitted effect of over 55% in size
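Tau K18 P301L fragment (15 uM unlabeled plus 0.24 uM Alexa 594-labeled) in 100 mM sodium acetate pH 7 with compound, fibrillization induced by 20 uM heparin for 6 hr at 37 C. Thioflavin T (30 uM) added, fluorescence read after 1 hr (ex 450, em 510 nm).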
GAA inh: inhibitors of human lysosomal alpha-glucosidase; purified human GAA, 4-MU-alpha-glucoside fluorescence; Potency, µM (top dose mostly 76.9 µM), for the others: at the highest dose activity change, negative = inhibition, hits mostly inhibitors; 200,000 compounds, 0.005% hits; AID 1466;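 also: plate controls were uninhibited enzyme wells for no effect and no-enzyme background for full effect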
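Enzyme (4 nM final) mixed with compound (up to 77 uM), then 4-MU-alpha-D-pyranoside (400 uM final) added; 20 min at room temperature, pH 5.0. Reaction stopped at pH 10, fluorescence read, AC50 derived by Hill fit.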
GLA spleen mod: alpha-galactosidase A (human) modulation; human spleen homogenate, 4MU-alpha-Gal fluorescence, 40 min; Potency, µM (highest dose often 80 µM), for the others: at the highest dose activity change, negative = inhibition, usual class: inhibitors; 240,000 compounds, 0.008% hits; AID 2107;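 also: 0% = enzyme with vehicle and -100% = no enzyme basal signal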
Target sequence (P06280 32-429 limits assumed): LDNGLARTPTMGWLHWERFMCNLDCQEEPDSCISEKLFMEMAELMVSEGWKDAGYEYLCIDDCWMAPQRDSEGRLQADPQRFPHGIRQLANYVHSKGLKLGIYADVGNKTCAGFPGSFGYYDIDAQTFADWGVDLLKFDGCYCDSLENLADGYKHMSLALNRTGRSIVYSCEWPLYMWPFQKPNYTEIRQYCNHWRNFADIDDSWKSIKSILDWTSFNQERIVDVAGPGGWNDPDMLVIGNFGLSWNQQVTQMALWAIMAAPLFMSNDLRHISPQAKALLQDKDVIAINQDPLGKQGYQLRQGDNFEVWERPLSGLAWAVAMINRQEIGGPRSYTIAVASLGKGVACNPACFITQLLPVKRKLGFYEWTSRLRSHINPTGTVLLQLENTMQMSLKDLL
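Inhibition or activation of alpha-galactosidase in human spleen homogenate is scored by 4-MU fluorescence after 40 min at 37C, pH 5.0, with 1 mM substrate. AC50s come from concentration-response fitted to the Hill equation.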
The depositor's hits bear a star; ? = inconclusive; / = not tested or not shown; [ ] = another dose, or the depositor's remark. Calls follow the shape of the dose curve; as a rule, active = well fitted curve in the direction sought with a large enough effect; inconclusive = small, poorly fitted or top-dose-only effect, or another doubt; inactive = no such curve, though single readings can be large; an effect the other way counts as inactive or inconclusive. Potency is read from the fitted curve at half-maximal effect. Compounds were not picked by outcome; 3.3% or so of the library scored in one or more.

Order of results: HTT cytoprotect, Tau fibril ThT, Tau fibril FP, GLA spleen mod, Tau fluor cs, aGlu spleen mod, GAA glycogen, GAA inh
COc1ccc(CCNS(=O)(=O)c2c(C)nc3sc(C)cn3c2=O)cc1OC
 : /, -3%, -6%, /, -7%, /, -5%[76.3 µM], /
CCOC(=O)c1c(NC(=O)c2ccc(OCC)c(Br)c2)sc2c1CCCC2
 : /, -5%, -4%, /, -12%, /, 15%[76.3 µM], /
CCOC(=O)C1CCCN(c2c(N3CCC(N4CCCCC4)CC3)c(=O)c2=O)C1 (stereo unspecified)
 : 7%, -13%, 0%, -5%, -5%, 3%, -6%, -6%
Cc1nnc(N2CCCCC2)c2ccccc12
 : 2%, 7%, 10%, 1%, 6%, -5%, 3%, -3%
Cc1ccc(NC2(C#N)C(=O)Nc3ccccc32)cc1 (stereo unspecified)
 : -4%, ?, ?, -22%, -16%, -10%, 8%, -2%
O=C(NC(=S)Nc1nc2c(s1)CCCC2)c1ccccc1
 : -29%[10 µM], 0%, 4%, 8%, 5%, 12%, 4%, 0%
Cc1nn(C)c(C(=O)N2CCc3ccccc32)c1Cl
 : 8%[10 µM], -5%, -3%, -6%, -6%, 1%, 3%, 2%
c1ccc(Oc2cccc(OCCCn3cncn3)c2)cc1
 : -24%[0.074 µM], -3%, 0%, -2%, -3%, -5%, 3%, -6%
Cn1c(=O)c2c(-c3cccc(Br)c3)c(C#N)c(N)nc2n(C)c1=O
 : 11%[10 µM], /, -10%, -9%, 9%, -4%, 2%, /
O=C(NC1CCCCCC1)C1CCN(C(=O)N2CCOc3ccccc32)CC1
 : /, 11%, ?, /, 7.1µM*[quencher], /, -10%[76.3 µM], /
Cc1ccc(S(=O)(=O)N2CCN(CC(=O)N/N=C/c3ccccc3OCC(=O)O)CC2)cc1
 : 21%[10 µM], /, 0%, 0%, -8%, -2%, 1%, /
COc1ccccc1NC(=O)Nc1ccc(C(N)=O)cc1
 : /, -16%, -1%, -7%, -15%, -1%, -9%, 7%
CCOC(=O)c1nn(-c2ccc(Cl)cc2Cl)c(=N)c(C#N)c1C
 : -11%[10 µM], ?, ?, -7%, -25%, 1%, 12%, /
Cn1c(=O)cc(OCC(=O)N2CCC(N3CCCCC3)CC2)c2ccccc21
 : -10%, -5%, -1%, 9%, -2%, -18%, -14%, -9%
OCCC1CN(Cc2ccc3nonc3c2)CCN1Cc1ccsc1 (stereo unspecified)
 : 6%[10 µM], 3%, 1%, 3%, -4%, 6%, 1%, 8%
Cc1ccc2sc(=O)[nH]c2c1
 : -5%[10 µM], -7%, -2%, 6%, -11%, 3%, 0%, -2%
Cc1ccc2nc(C(F)C(F)(F)F)[nH]c2c1 (stereo unspecified)
 : -6%[10 µM], -3%, 7%, -1%, 1%, -1%, 17%, ?
Cc1cc(C)n(-c2nc(NCC(C)O)c3c4c(sc3n2)CCCC4)n1 (stereo unspecified)
 : -22%[0.074 µM], ?, 0%, 3%, -6%, -3%, -5%, ?
Cc1cc(Br)ccc1SCC(=O)Nc1cccnc1
 : -13%, -5%, -3%, -14%, -11%, -16%, 7%, 2%
CCN(c1ccccc1)S(=O)(=O)c1ccc(NC(=S)NC(=O)c2cccs2)cc1
 : -54%[inhibitor], -11%, ?, -8%, ?, 0%, ?, -12%
COc1ccccc1-c1c(C#N)c(SCC(=O)N2CCCC2)nc(C)c1C(N)=O
 : -12%[10 µM], -6%, 2%, -6%, 0%, -5%, 2%, -4%
COn1c(-c2ccccc2)nc2ccc(Cl)cc21
 : -8%, -9%, -2%, -5%, -8%, 4%, -5%, 8%
Cc1ccc(C)c(NC(=O)COC(=O)c2ccc3c(c2)OCO3)c1
 : 1%, 0%, 12%, 7%, 6%, 3%, 8%, 7%
CC(C)(C)c1nnc2sc(SCC(=O)N3CCCc4ccccc43)nn2c1=O
 : -14%, ?, -3%, 4%, -6%, -15%, 9%, 1%
COC(CNC(=O)[C@H](CSCc1ccccc1)N1Cc2ccccc2C1=O)OC
 : -18%, -6%, 11%, 0%, -1%, -1%, 8%, -1%
COCc1cc(C)nc2oc(C(=O)c3ccccc3)c(N)c12
 : 2%[10 µM], -12%, 3%, -2%, -7%, -3%, -15%, 6%
COc1ccc(SCC(=O)Nc2ccccc2Cl)cc1
 : 10%[10 µM], -9%, -6%, 1%, -13%, 2%, 6%, -1%
CCOc1ccc(C2C(C(=O)O)c3ccccc3C(=O)N2CCN2CCOCC2)cc1 (stereo unspecified)
 : -16%, 0%, 11%, 3%, -4%, -1%, 4%, -14%
C[C@@H]1C[C@](C)(C(=O)c2ccc3ccccc3c2)C=C1c1ccc2ccccc2c1
 : ?, ?, -3%, -5%, -15%, -3%, /, /
CCc1ccccc1N(C(=O)CCC(=O)Nc1cc(C)on1)C(C(=O)NC1CCCC1)c1ccco1 (stereo unspecified)
 : 5%, -3%, 6%, -5%, 3%, -7%, 2%, -6%
CC12CC(NC(=O)N1c1cccc(C(=O)N3CCN(c4ccccc4)CC3)c1)c1ccccc1O2 (stereo unspecified)
 : -2%, -9%, -2%, 3%, -1%, -3%, 3%, -2%
O=C(c1ccccc1SCc1ccccc1)N1CCOCC1
 : -39%, -7%, 2%, 6%, -8%, -23%, -14%, 5%
CCOC(=O)C1=C(C)N(C2CCCCC2)C(=O)C1
 : -10%, -18%, 3%, -4%, -4%, -4%, -8%, 0%
C/C(=N\NC(=O)NC1CCCCC1)c1ccc(OC(F)F)cc1OC(F)F
 : -61%[inhibitor], -12%, 6%, -8%, -14%, -4%, -1%, -13%
Cn1c(Cc2cccs2)n[nH]c1=S
 : -9%, 3%, 1%, 9%, 6%, 1%, -3%, 10%
CCOC(=O)N1CCc2c(sc(NC(=O)c3ccc(Cl)s3)c2C(N)=O)C1
 : -4%, ?, 18%, -8%, -18%, -10%, -1%, -5%
NS(=O)(=O)c1cccc(NC(=S)NC(=O)c2cccc([N+](=O)[O-])c2)c1
 : -26%, -12%, 0%, 12%, -16%, 1%, -11%, 9%
COCCCn1c(C)nnc1SCC(=O)NCc1ccco1
 : 26%[10 µM], ?, -12%, -3%, -8%, -5%, 3%, 8%
O=C(CSc1nnc(-c2ccccc2)o1)N1CCc2ccccc2C1
 : 7%[10 µM], -16%, 3%, -3%, -3%, ?, 0%, 3%
CCCc1cc(=O)[nH]c(SCC(=O)Nc2ccc(Br)cc2)n1
 : 0%[10 µM], -5%, 10%, 6%, -3%, -1%, 7%, /
CCOc1ccc2[nH]c3c(N4CCc5ccccc5C4)ncnc3c2c1
 : -22%[10 µM], ?, ?, 6%, 14µM*[quencher], -5%, -10%, 9%[15.4 µM]
COC(=O)C1=CN(Cc2ccc(OC)cc2)C=C(C(=O)OC)C1c1ccsc1
 : -4%[10 µM], -9%, 6%, ?, -14%, ?, -3%, ?
CC(=O)OCCCN1C(=O)c2ccc(Br)cc2C1=O
 : -11%, 5%, -6%, 1%, 4%, 1%, -7%, 3%
C=C(C)COc1ccc(-c2[nH]ncc2-c2ccc(OC)c(OC)c2)c(O)c1
 : -22%[10 µM], -10%, 8%, 4%, 25µM*[quencher], 1%, -7%, -12%
O=C(NN1C(=O)C2C3C=CC([C@H]4CC34)[C@@H]2C1=O)c1ccc(Br)cc1 (stereo partly specified)
 : 6%[10 µM], -5%, 8%, 2%, -3%, -1%, 6%, 0%
COCC(=O)Nc1ccc(S(=O)(=O)Nc2cc(C)nc(C)n2)cc1
 : 12%, -7%, 3%, -1%, 0%, -4%, 1%, 0%
Cc1ccc(-n2c(SCC(=O)NCc3ccco3)nc3c([nH]c4ccccc43)c2=O)cc1
 : -1%[10 µM], -2%, -13%, 7%, -10%, 1%, -3%, /
Cc1ccc(C)c(CSc2nnc(C)c(=O)[nH]2)c1
 : -8%[10 µM], -2%, 1%, 4%, -2%, 3%, -2%, 1%
C/C(=N\NC(=O)CSc1nc2ccccc2s1)c1cccnc1
 : 13%[10 µM], ?, -6%, -1%, -18%, -1%, 4%, /
COCCn1c(SCC(=O)Nc2ncc(C)s2)nc2sc3c(c2c1=O)CCC3
 : -1%, ?, 0%, -6%, -7%, 5%, -4%, -4%
CSc1nc(C)cc(OCNC(=O)c2cccs2)n1
 : -9%, -7%, -4%, -7%, -6%, -7%, 7%, 0%
Cc1ccccc1Nc1ccc(S(=O)(=O)N2CCOCC2)cc1[N+](=O)[O-]
 : 10%[10 µM], 15%, -2%, -2%, 11%, 0%, 2%, -2%
Cc1ccc(S(=O)(=O)N(CC(=O)NCCSC2CCCCC2)c2ccccc2F)cc1
 : -1%, -7%, 7%, -4%, -4%, -4%, -1%, -3%
CCC(=O)NCCn1ccc2ccccc21
 : 2%[10 µM], -16%, -1%, -11%, 0%, 1%, 3%, -1%
COc1ccc(-c2cc(C)no2)cc1S(=O)(=O)NCc1ccc(OC(C)C)cc1
 : /, -7%, -9%, /, -20%, /, -7%[76.3 µM], /
COC(=O)NC(/C(C(=O)OC)=C(\C)NCc1ccccc1)c1ccc(Cl)cc1 (stereo unspecified)
 : -16%[10 µM], 1%[11.5 µM], -8%[11.6 µM], 5%[17.5 µM], 0%[11.6 µM], -20%[17.4 µM], /, /
C=CCc1cc(C)ccc1OCC(O)CN1CCN(c2ccccc2)CC1 (stereo unspecified)
 : -77%[inhibitor], ?, 3%, -1%, ?, -9%, 0%, ?
CCCc1nnc(NC(=O)C(=O)NCCN(CC)CC)s1
 : 0%[10 µM], -10%, 0%, 3%, -10%, -3%, 1%, -4%
COc1c(Cl)cnn(-c2ccc(Cl)c(Cl)c2)c1=O
 : 21%[10 µM], -1%, 0%, -7%, 11%, -3%, -9%, -8%
CSc1nc(C)c2c(n1)OC(CN1C(=O)c3ccccc3C1=O)C2 (stereo unspecified)
 : -2%, -1%, -4%, -16%, 4%, 0%, -4%, -4%
